Screening data: PubChem BioAssay, several laboratories
zVAD death inh = inhibitors of zVAD-triggered necroptosis, primary screen, L929 cells. L929 zVAD necroptosis rescue, ATP luminescence, 24 h; with zVAD 60 µM. viability rescue, % at 10 µM. 0.38% of 220,000 active. AID 1377, 2008;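 active means activation, scaled between plate controls, above about 75%, limit read from the data; inactive means activation under that limit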;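 further: 0% = zVAD with DMSO and 100% = DMSO alone without zVAD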
EP2 modulator = EP2 receptor modulators, cAMP readout, primary screen, cell-based, HTRF cAMP, PGE2 stimulation. EP2-expressing cells, cAMP HTRF FRET, PGE2 co-stimulation. Prostaglandin E2 receptor EP2 subtype (Homo sapiens), P43116. AID 940, 2007. induction, % at 25 µM. 0.83% of 260,000 active;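 active means compounds whose cAMP rise, as percent of the full-agonist control response, exceeds 60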;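 further: rat C6 glioma line stably carrying human EP2 under a CMV promoter; the protocol text gives 20 µM as final concentration; 100% = response of wells given 1 µM PGE2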
PERK inhibitor = block of dimerizer-induced PERK translation repression, primary screen, PERK inhibitor project, CHO PERK-DD cells, SEAP luminescence, HTS | Eukaryotic translation initiation factor 2-alpha kinase 3 (Homo sapiens), Q9NZJ5 | 0.17% of 220,000 active | CHO PERK-DD fusion, SEAP luminescence translation reporter | inhibition, % at 5.6 µM;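 active means inhibition above the mean inhibition of all tested compounds plus 3 SD, set separately per screening campaign, cut at about 2.9% in these data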;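 further: PERK kinase domain activated by AP20187 dimerizer at 100 nM; 0% = DMSO with dimerizer and 100% = rapamycin at 8.4 µM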
Target sequence (Q9NZJ5 whole entry, looked up, the tested form may be a part): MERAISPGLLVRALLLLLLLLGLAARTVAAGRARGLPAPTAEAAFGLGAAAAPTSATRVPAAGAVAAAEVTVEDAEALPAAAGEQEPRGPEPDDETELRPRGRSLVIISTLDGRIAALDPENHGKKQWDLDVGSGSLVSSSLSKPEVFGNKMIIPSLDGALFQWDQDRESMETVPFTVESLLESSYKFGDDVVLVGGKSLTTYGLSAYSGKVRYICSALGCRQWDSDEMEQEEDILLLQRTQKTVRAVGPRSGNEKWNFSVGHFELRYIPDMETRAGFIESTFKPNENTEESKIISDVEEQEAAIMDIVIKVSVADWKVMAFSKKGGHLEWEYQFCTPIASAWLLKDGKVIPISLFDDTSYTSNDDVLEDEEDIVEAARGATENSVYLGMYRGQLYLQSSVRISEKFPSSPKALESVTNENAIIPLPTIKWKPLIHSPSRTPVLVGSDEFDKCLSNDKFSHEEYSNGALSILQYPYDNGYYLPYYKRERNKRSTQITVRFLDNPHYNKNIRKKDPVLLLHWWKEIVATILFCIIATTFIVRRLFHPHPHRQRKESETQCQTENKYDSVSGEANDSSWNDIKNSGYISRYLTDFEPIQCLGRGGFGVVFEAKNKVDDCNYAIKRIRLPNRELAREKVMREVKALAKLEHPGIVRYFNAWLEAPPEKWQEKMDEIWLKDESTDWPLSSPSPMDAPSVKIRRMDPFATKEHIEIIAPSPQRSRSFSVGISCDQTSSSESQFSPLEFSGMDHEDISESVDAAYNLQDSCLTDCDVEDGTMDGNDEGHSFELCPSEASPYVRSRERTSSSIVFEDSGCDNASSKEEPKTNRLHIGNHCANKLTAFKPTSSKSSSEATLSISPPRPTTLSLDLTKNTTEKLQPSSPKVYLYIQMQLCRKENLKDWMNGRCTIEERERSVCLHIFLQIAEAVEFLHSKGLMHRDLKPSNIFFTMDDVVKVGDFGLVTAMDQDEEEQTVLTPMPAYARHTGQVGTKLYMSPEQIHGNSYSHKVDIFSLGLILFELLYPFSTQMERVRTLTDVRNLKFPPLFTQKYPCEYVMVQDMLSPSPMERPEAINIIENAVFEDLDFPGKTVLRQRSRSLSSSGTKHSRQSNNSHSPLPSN
TNF necrop inh = inhibitors of TNF-alpha triggered necroptosis, primary screen, cell-based, Jurkat FADD-/-, single concentration; Jurkat FADD-/- TNF necroptosis rescue, ATP luminescence, 24 h; 0 = TNF only, 100 = no-TNF cells; activation (protection from cell death), % at 10 µM; AID 463075, 2010; 0.068% of 220,000 active;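 active means activation, meaning protection from cell death, of at least 50% relative to plate controls; inactive means activation below 50%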;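 further: necroptosis triggered by 40 ng/mL TNF-alpha added together with compound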
PGE2 EP2 inh = human EP2 receptor antagonists, primary screen, TR-FRET cAMP, C6 glioma cells | C6 glioma cells expressing human EP2; cells stimulated with saturating PGE2 | inhibition, % at 25 µM | 0.52% of 260,000 active | AID 1422, 2008;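 active means percent inhibition above 40 after rounding to a whole number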;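 further: rat C6 glioma host cells with rolipram phosphodiesterase inhibitor present; the protocol text gives 20 µM as final concentration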
Hck Nef HTS = inhibitors of Nef-activated human Hck kinase, primary screen, biochemical, Z-Lyte FRET, 384-well, Hck-YEEI; 0.68% of 220,000 active; Recombinant Hck-YEEI plus Nef, Z-Lyte FRET kinase assay; Tyrosine-protein kinase HCK (Homo sapiens), P08631; inhibition, % at 20 µM;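 active means Hck-Nef kinase inhibition above about 50%, limit read from the data; inactive means inhibition below that limit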;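 further: 0% = DMSO with Hck plus Nef and 100% = Hck alone without Nef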
Runt-CBFb FRET = inhibitors of RUNX1 Runt–CBFb binding, primary screen, biochemical, FRET, Cerulean-Runt, Venus-CBFb, uHTS. AID 1496, 2009. Cerulean-Runt/Venus-CBFb FRET ratio 530/480, 1 h. inhibition, % at 20 µM. 0.46% of 220,000 active;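 active means inhibition over about 50% at 20 µM in the single-dose screen, limit read from the data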;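 further: 0% = DMSO wells and 100% = excess unlabeled CBFb competitor control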
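Measured by: fluorescence energy transfer, 422 nm excitation, 530/480 nm emission; test system: Cerulean-tagged RUNX1 Runt domain (FRET donor) fusion protein; buffer or medium: Tris pH 7.5 buffer with BSA; compound: one dose, 20 µM compound, 1% DMSO; times: two 1 h room-temperature incubations shielded from light; benchmarks: unlabeled CBFb 5 µM, positive control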
RBBP9 inhibitor = human RBBP9 inhibitors, primary screen, biochemical, fluorescence polarization, FP-Rh probe, HTS. recombinant RBBP9. inhibition, % at 7.94 µM. Serine hydrolase RBBP9 (Homo sapiens), O75884. AID 1515, 2009. 0.2% of 220,000 active;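 active means inhibition above the campaign mean of all tested compounds plus 3 SD, cut at about 14% in these data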;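 further: plate controls were DMSO wells with RBBP9 for no effect and wells lacking RBBP9 protein for full effect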
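Controls: DMSO-treated enzyme wells and wells lacking RBBP9 | Material: RBBP9 protein | Technique: Fluorescence polarization | Replication: Single well per compound, no replicates | Buffer or medium: Tris-NaCl-Pluronic buffer, pH 8.0 | Timing: 30 min compound preincubation, 45 min probe labeling, 25 °C | Read-out basis: Percent inhibition from mP, scaled between DMSO and no-protein wells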
Runt-SMMHC FRET = inhibitors of RUNX1 Runt–CBFb-SMMHC binding, primary screen, biochemical, FRET, Cerulean-Runt, Venus-CBFb-SMMHC, uHTS; Runt-related transcription factor 1 (Homo sapiens) + Core-binding factor subunit beta …; Cerulean-Runt/Venus-CBFb-SMMHC FRET ratio 530/480, 1 h; inhibition, % at 20 µM; 0.74% of 220,000 active; AID 1434, 2008;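 active means mean inhibition across duplicate retests at 20 µM reaching about 50%, limit read from the data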;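 further: 0% = DMSO wells and 100% = wells with excess untagged CBFb-SMMHC; inhibitors lower the FRET ratio by blocking Runt binding to CBFb-SMMHC; some results filed as inactive read as strong as hits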
Numbers without * were called inactive; nt = no result given; & = joins results of further samples.

SMILES	zVAD death inh	EP2 modulator	PERK inhibitor	TNF necrop inh	PGE2 EP2 inh	Hck Nef HTS	Runt-CBFb FRET	RBBP9 inhibitor	Runt-SMMHC FRET
CCOC(=O)c1c(C)[nH]c(C)c1C(=O)COC(=O)/C=C/c1cccc(Cl)c1	-0.7	-41	-1.2	-1.7	10	-2	-5	-7	3
CN(C)C(=O)CN1CCN(C(=O)CCl)CC1	0.8	23	-0.2	3.7	9	19	-2	-1	0
CCn1nc(C)c(NC(=O)c2ccc(Cl)cc2)c1C	1.2	4	0.1	-0.4	2	19	-1	0	-4
Cc1c(Cl)c([N+](=O)[O-])nn1CCCC(=O)NC(C)c1ccccc1 (stereo unspecified)	nt	36	-0.1	2.2	9	3	1	-7	1
Cc1ccc(NC(=O)CSc2nnc(-c3ccco3)c(-c3ccco3)n2)cc1	1.0	11	0.7	-8.1	11	10	14	-6	-13
S=c1[nH]nc(C2CCCCC2)n1/N=C/C=C/c1ccccc1	0.0	13	0.1	-1.6	nt	2	8	-7	15
CCSc1nc(N)c2c3c(sc2n1)CN(C)CC3	-0.8	-5	1.4	0.8	9	-5	2	2	18
CCCC(=O)Nc1nnc(CCN2CCCCC2)s1	0.5	6	-0.7	-1.2	9	2	nt	-3	-4
CCCOc1ccc(C(=O)CCN2CCN(C(=O)OCC)CC2)cc1	1.8	5	0.7	-0.5	3	36	nt	-12	13
OC(COc1ccccc1)CN1CCCC1 (stereo unspecified)	-0.5	37	1.5	0.1	7	-8	-3	1	1
CC(C)(C)c1cc(NCCCn2ccnc2)n2ncc(-c3ccccc3)c2n1	67	46	-1.1	-7.4	9	35	-3	-2	-3
COCCn1c(SCC(=O)Nc2ccc(Cl)cn2)nnc1-c1ccncc1	14	13	-0.1	0.1	2	27	0	-4	0
Cn1c(Cn2c(=O)sc3ccccc32)nnc1SCc1cccnc1	-0.1	-3	1.0	0.8	8	0	3	3	1
COc1ccc2c(COC(=O)CCS(=O)(=O)c3ccccc3)cc(=O)oc2c1	1.2	-10	0.4	0.4	2	18	-1	-7	-1
CCCCN1C(=O)c2ccc(C(=O)Nc3ccc(S(=O)(=O)N(C)C)cc3)cc2C1=O	1.4	-48	0.2	-5.5	24	3	-6	-6	-3
C=CC[N+]1(CC(=O)NCc2ccc(NC(C)=O)cc2)CCOCC1	-0.3	-4&29	-0.2	2.9	12&3	16	0	-6	-2
O=C(c1ccc(Cl)cc1)N1C2C=CC(C2)C1(C(F)(F)F)C(F)(F)F (stereo unspecified)	nt	-16	0.4	0.9	5	-9	-1	-11	-1
Cc1oc2nc(SCC(=O)N3CCCCC3)nc(N)c2c1C	nt	0	-1.1	-0.8	3	2	2	4	0
CCOCc1nnc(NS(C)(=O)=O)s1	0.1	12&-12	1.1	-2.7	2&6	0	-4	-4	4
Cc1nc2cc(NC(=O)CSc3nc4c(C)cccc4cc3C#N)ccc2s1	0.5	15&6	0.0	-0.2	12&12	3	-7	-8	-6
COC(=O)c1ccc(CSc2nnc(CNC(=O)c3cccs3)o2)o1	0.4	2	-0.1	1.1	8	2	1	-4	-3
CC(=O)N/C(N)=N/c1nc(=O)c2ccccc2s1	0.2	-10	0.9	0.5	10	13	-1	-7	-1
C=CCNC(=O)c1ccccc1NS(=O)(=O)c1ccc(SC)cc1	0.3	-10	0.4	-1.5	3	0	1	-5	0
CCc1ccc2[nH]c(=O)c(CN(CCN(CC)CC)C(=O)Nc3ccccc3OC)cc2c1	-0.4	-16	-1.0	-4.4	18	2	2	-6	-4
CCOC(=O)c1nc(Nc2ccc(C(=O)OC)cc2)c2ccccc2n1	0.5	35	-1.0	-13	nt	4	-9	-8	-13
CC(=O)c1cccc(NS(=O)(=O)c2ccc(N/C=C\C(=O)c3ccc(F)cc3)cc2)c1	0.0	-50	-0.7	-16	11	4	-2	-1	10
O=C(CSc1nnc(CNC(=O)c2ccccc2F)o1)c1ccc(Cl)cc1	-0.6	-39	-0.6	-2.8	14	2	2	-5	-1
COc1ccc(/C=C2/SC(=S)N(CCCC(=O)Nc3ccc(O)cc3)C2=O)cc1	4.5	-94	0.4	-11	18	19	-6	-9	-13
COc1ccc(NC(=O)COc2ccc(-c3nn(C)c(=O)c4ccccc34)cc2)cc1	27	-15	-1.5	-0.6	6	10	-3	-4	-2
Cc1ccc(-n2cc(CNCCCn3cccn3)c(-c3cccc(C)c3)n2)cc1	-0.1	-15	-1.7	-5.1	9	21	1	1	3
O=C(Nc1ccc(C(=O)N2CCOCC2)cc1)c1cc(-c2cccnc2)nc2ccc(Br)cc12	4.7	-30	1.1	-3.6	20	2	-2	-8	2
Cc1ccc(CN2C(=O)CCC2C(=O)NCCCN2CCC(C)CC2)cc1 (stereo unspecified)	0.1	1	-0.2	0.5	3	-5	0	-5	2
Cc1nnc(NC(=O)CSCc2ccccc2)s1	0.2	-5	1.1	-0.1	5	1	1	-6	-3
COc1ccc(NCC(O)COc2ccc(C(C)(C)C)cc2)cc1 (stereo unspecified)	7.2	26	-0.1	1.2	4	23	-2	-4	-1
CCCn1nc(Oc2nc(NCC)nc(NCC)n2)ccc1=O	0.0	23	-0.2	-3.9	11	0	0	-2	0
CC(NC(=O)/C(C#N)=C/c1cn[nH]c1-c1ccccc1)c1ccccc1 (stereo unspecified)	0.6	-14	-0.7	3.0	7	4	-3	-4	0
COc1cccc(Cn2c(N)c(C#N)c3nc4ccccc4nc32)c1OC	-0.2	0	-0.2	-4.4	14	10	37	2	22
CCN(Cc1ccccc1)C(=O)c1ccc(SC)cc1OC	-0.2	31	0.7	-0.7	9	-8	-4	2	-1
CCc1cc(C(=O)OC)c(NC(=O)CCC(=O)O)s1	0.3	-1	0.2	-1.4	3	0	12	1	33
Cc1cc(C)n(C2=NS(=O)(=O)c3ccccc32)n1	-0.1	6	0.9	-0.1	14	1	0	1	4
COCc1cc(=O)[nH]c(SCCS(=O)(=O)c2ccc(C)cc2)n1	-0.1	25	1.1	0.9	10	1	0	-2	-6
O=C1c2ccc3c4c(ccc(c24)C(=O)N1c1ccc2ccccc2c1)CC3	0.0	16	0.6	-2.4	9	3	-1	-5	-1
O=C(c1ccc(F)cc1)c1c[nH]c(C(=O)NCc2ccco2)c1	-0.1	-2	-0.1	-0.7	11	-1	0	-1	-6
CC(=O)Nc1ccc2nc(CN3CCN(CC=C(C)C)C(CCO)C3)ccc2c1 (stereo unspecified)	-1.0	3	-0.3	-0.8	5	1	0	-5	-3
O=C(C1CCN(c2nnc(-n3cccc3)s2)CC1)N1CCN(Cc2ccc3c(c2)OCO3)CC1	1.1	-4	-0.6	-4.9	7	-2	-3	-4	-1
CC1(C)CC(=O)C(C=NCCN2CCOCC2)=C(O)C1	-0.2	4	0.5	-0.1	9	-1	0	-2	3
Cc1c(C(=O)NCCN2CCOCC2)oc2ccccc12	0.0	-10	0.4	-0.9	7	2	-1	-6	-2
CCCC(=O)NC(C)C(c1cccs1)N1CCN(C)CC1 (stereo unspecified)	1.1	2	0.0	0.5	9	0	0	-5	0
NCCc1nc(-c2ccccc2)cs1	-0.7	0	-0.5	0.3	8	-7	3	-8	2
CC(C)Cc1nc2sc3c(NCc4ccco4)ncnc3c2c2c1COC(C)(C)C2	-0.2	42	-0.5	-9.5	8	3	-6	3	-15
Cc1cc(C)nc(-n2nc(C)c3c(C(F)F)cc(C)nc32)n1	3.5	-8	0.4	0.3	10	0	-2	-5	3
CN1c2ccccc2Oc2c(c(=O)n(C)c(=O)n2C)C1c1cccc([N+](=O)[O-])c1 (stereo unspecified)	-0.4	26	0.1	-0.8	6	1	-3	-4	2
COc1ccc(Nc2nc(-c3ccc4c(c3)NC(=O)CO4)cs2)cc1	1.2	-27	1.9	-7.5	28	-2	6	1	1
CCCCCC(=O)Nc1ccc(N2CCN(C(=O)c3ccccc3)CC2)cc1	-0.6	-3	-0.7	3.0	13	-6	-4	0	-7
CCOC(=O)CSC1=C(C#N)C(c2ccco2)C(C(=O)Nc2cccc(C(F)(F)F)c2)=C(C)N1 (stereo unspecified)	0.3	-4	-0.9	-6.9	8	-6	-3	-12	0
O=C(Nc1ccc2c(c1)nc1n2CCSC1)c1ccccc1	0.8	-18	-0.3	-2.7	4	0	0	-11	-7
CCOC(=O)c1c(NC(=O)Cc2cccs2)sc(C(=O)NC2CCCCC2)c1C	0.1	7	1.7	-1.9	10	1	-2	-9	0
CC(C)Cn1c(SCC(=O)NCc2ccc(Cl)cc2)nnc1-c1cccc(S(=O)(=O)N2CCOCC2)c1	0.0	-7	-1.6	-0.8	7	6	-4	-7	0
Cn1c(N2CCOCC2)cc(=O)n(C)c1=O	0.1	6	0.8	-0.9	1	3	0	1	0
CCN1C(=O)N(C)C2(c3ccccc3)N(C)C(=O)N(C)C12c1ccccc1 (stereo unspecified)	0.0	19	0.1	-2.4	7	-1	1	-7	-2
The list goes on:
SMILES	zVAD death inh	EP2 modulator	PERK inhibitor	TNF necrop inh	PGE2 EP2 inh	Hck Nef HTS	Runt-CBFb FRET	RBBP9 inhibitor	Runt-SMMHC FRET
Cc1c(C(c2cccc(O)c2)c2c(C)n(C)n(-c3ccccc3)c2=O)c(=O)n(-c2ccccc2)n1C	-0.1	10	-0.6	1.6	3	1	-2	-7	1
COc1ccc(C2=NOC(C(=O)NCC(C)C)C2)cc1 (stereo unspecified)	0.3	8	0.4	1.5	6	0	1	-4	-1
COC(=O)COC(=O)c1ccc(-n2nnnc2SC)cc1	2.6	-22	1.3	1.0	6	8	0	-4	0
O=C(CC(NC(=O)c1ccccc1)c1ccccc1)Nc1ccc(F)c(F)c1 (stereo unspecified)	-0.1	-29	-0.1	0.3	9	23	2	-6	2
O=C(CCCN1C(=O)CCC1=O)Nc1ccc(Cl)c(C(F)(F)F)c1	0.3	-4	0.8	-1.0	13	7	2	-9	-2

These rows are one share of the data. The share of hits here may be higher or lower than overall.
